MsrA inh: bovine MsrA enzyme inhibitors, primary screen, biochemical, absorbance, HTS; actives 0.75% (n = 360,000); purified bovine MsrA, absorbance read-out; inhibition, % at 15.5 µM; AID 651718, 2012; Methionine sulfoxide reductase A (Bos taurus); in the data active = inhibition above about 4.5%;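 note: 0% = vehicle wells with enzyme and 100% = reference inhibitor wells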
Tb MetRS inh: T. brucei MetRS inhibitors, primary screen, biochemical, luminescence; methionyl-tRNA synthetase (Trypanosoma brucei brucei); purified T. brucei MetRS, ATP depletion, Kinase-Glo luminescence; inhibition, % at 11.9 µM; actives 0.4% (n = 360,000);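 active = inhibition above a per-plate cutoff of the control wells' mean inhibition plus 3 SD, cut at about 5.5% in these data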;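 note: 0% = DMSO wells median and 100% = median of wells with control inhibitor compound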
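Dosing: 11.9 µM single point; system: parasite MetRS enzyme; technique: luminescence of leftover ATP; times: 15 min enzyme-compound preincubation, 2 h reaction, 10 min detection, 25 °C; replicates: each compound tested once; read-out basis: percent inhibition relative to median high and low control wells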
STEP inh: STEP phosphatase inhibitors, primary screen, biochemical, fluorescence intensity, uHTS. recombinant STEP, OMFP fluorogenic substrate. inhibition, % at 20 µM. actives 0.25% (n = 360,000);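 active = inhibition at 20 µM, scaled per plate between control wells, above about 37%, limit read from the data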;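 note: 0% = DMSO with enzyme and substrate and 100% = substrate only without enzyme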
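Also added – OMFP at 25 µM · Test system – STEP tyrosine phosphatase · Technique – FITC-channel fluorescence of OMFP product · Schedule – 20 min at room temperature, dark · Evaluation – control-normalized % inhibition with plate pattern correction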
SUMO1-SIM PPI: modulators of SUMO1 protein-protein interactions, primary screen, biochemical, uHTS. Small ubiquitin-related modifier 1 (Homo sapiens), P63165. SUMO1 binding to a labelled peptide, TR-FRET, 1 h. inhibition, % at 20 µM. actives 0.33% (n = 360,000); in the data active = inhibition above about 37%
DNMT1 block: human DNMT1 methyltransferase inhibitors, primary screen, biochemical, molecular beacon, fluorescence, HinP1I cleavage, uHTS. actives 0.83% (n = 360,000). DNA (cytosine-5)-methyltransferase 1 (Homo sapiens), P26358. inhibition (reported as % activation of signal), % at 10 µM; in the data active = inhibition above about 50%
Target sequence (P26358 504-1616 limits assumed): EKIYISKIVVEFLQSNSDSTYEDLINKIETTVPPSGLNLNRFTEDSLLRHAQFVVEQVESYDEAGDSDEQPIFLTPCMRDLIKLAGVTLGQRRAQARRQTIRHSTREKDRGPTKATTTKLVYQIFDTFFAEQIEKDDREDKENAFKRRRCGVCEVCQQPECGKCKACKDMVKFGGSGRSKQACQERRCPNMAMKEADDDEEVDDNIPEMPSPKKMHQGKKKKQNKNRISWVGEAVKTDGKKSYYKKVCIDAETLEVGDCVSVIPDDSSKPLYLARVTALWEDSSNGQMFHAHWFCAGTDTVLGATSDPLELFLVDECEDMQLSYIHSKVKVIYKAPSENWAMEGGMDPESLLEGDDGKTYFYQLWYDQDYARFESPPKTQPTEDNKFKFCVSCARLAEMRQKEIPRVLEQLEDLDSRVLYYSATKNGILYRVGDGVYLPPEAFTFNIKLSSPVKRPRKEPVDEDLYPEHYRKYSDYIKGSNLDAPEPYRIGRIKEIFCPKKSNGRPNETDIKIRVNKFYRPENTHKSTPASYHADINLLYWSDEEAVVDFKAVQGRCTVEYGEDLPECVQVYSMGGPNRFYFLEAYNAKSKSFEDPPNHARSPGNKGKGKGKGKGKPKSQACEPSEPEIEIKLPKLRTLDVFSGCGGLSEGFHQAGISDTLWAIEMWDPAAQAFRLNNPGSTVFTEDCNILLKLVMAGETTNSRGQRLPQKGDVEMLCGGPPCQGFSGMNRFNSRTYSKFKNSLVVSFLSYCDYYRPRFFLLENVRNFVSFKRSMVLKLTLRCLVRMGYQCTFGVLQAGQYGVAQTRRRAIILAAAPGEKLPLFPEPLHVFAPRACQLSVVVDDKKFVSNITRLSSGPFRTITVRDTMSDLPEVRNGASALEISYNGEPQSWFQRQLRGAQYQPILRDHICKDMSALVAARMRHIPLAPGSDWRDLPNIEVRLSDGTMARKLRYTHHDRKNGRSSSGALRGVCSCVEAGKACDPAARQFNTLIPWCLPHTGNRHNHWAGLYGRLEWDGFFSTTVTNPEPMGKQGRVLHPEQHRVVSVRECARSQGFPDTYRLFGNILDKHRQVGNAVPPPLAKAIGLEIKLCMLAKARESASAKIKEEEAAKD
NRP1-CendR mod: modulators of CendR peptide binding to NRP-1, primary screen, biochemical, fluorescence polarization, uHTS; Neuropilin-1 (Homo sapiens), O14786; FAM-RPARPAR peptide binding to NRP-1; inhibition, % at 25 µM; actives 0.85% (n = 360,000);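 active = inhibition or corrected inhibition above about 18%, plus a signal ratio from 0.5 to 1.5, limit read from the data, passing the limit was not always enough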; note: strong numbers were not always called active
E coli Lon inh: inhibitors of E. coli Lon protease, primary screen, biochemical, fluorescence polarization. purified E. coli Lon protease. actives 0.42% (n = 360,000). P0A9M0. inhibition, % at 7.94 µM. AID 602123, 2011; in the data active = inhibition above about 13%, passing the limit was not always enough;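 note: 0% = enzyme with probe and DMSO and 100% = no enzyme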
MsrA act: bovine MsrA enzyme activators, primary screen, biochemical, absorbance, HTS | purified bovine MsrA, absorbance read-out | Methionine sulfoxide reductase A (Bos taurus) | activation, % at 10.6 µM | actives 0.3% (n = 360,000) | AID 602163, 2012; in the data active = activation above about 7.5%;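 note: 0% = vehicle and 100% = reference activator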
Scp1 inh: Scp-1 phosphatase inhibitors, primary screen, biochemical, colorimetric, uHTS; Recombinant Scp1, phosphopeptide, malachite green phosphate absorbance; actives 0.88% (n = 340,000); AID 493091, 2011; Carboxy-terminal domain RNA polymerase II polypeptide A small phosphatase 1 (Homo …; inhibition, % at 20 µM;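 active = inhibition above about 50% at 20 µM, limit read from the data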;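 note: plate controls were DMSO wells with enzyme for no effect and wells lacking enzyme for full effect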
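Test system – truncated SCP-1 phosphatase (76-261aa) · Reagent – Phosphorylated 17-residue peptide substrate · Incubation – 45 min room-temperature reaction, 5 min colour, 30 min stabiliser · Detection – colorimetric phosphate reagent with accelerator and stabiliser, absorbance at 630 nm · Measure – % inhibition at 20 µM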
LMPTP block: LMPTP phosphatase inhibitors, primary screen, biochemical, fluorescence intensity, uHTS; recombinant LMPTP-A, OMFP fluorogenic substrate; Low molecular weight phosphotyrosine protein phosphatase (Homo sapiens), P24666; actives 0.22% (n = 360,000); inhibition, % at 20 µM;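 active = compounds that cut the enzyme signal by at least half of the control window in the single-dose screen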;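 note: plate controls were DMSO wells with enzyme plus substrate for no effect and substrate without enzyme for full effect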
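Test system: LMPTP-A phosphatase enzyme. Amount: LMPTP-A at 0.625 nM final in the reaction. Reagent: OMFP substrate, 400 µM final. Times: 50 min at room temperature. Signal: endpoint fluorescence intensity from OMFP dephosphorylation. Read-out basis: % inhibition. Benchmarks: no-enzyme and uninhibited controls.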
Active calls of the source: *; · = not tested or not shown.

SMILES	MsrA inh	Tb MetRS inh	STEP inh	SUMO1-SIM PPI	DNMT1 block	NRP1-CendR mod	E coli Lon inh	MsrA act	Scp1 inh	LMPTP block
O=C(COC(=O)c1ccccc1SCC(=O)N1CCCC1)Nc1ccccc1C(F)(F)F	2.1	0.3	-2	-2	0	32*	0	1	-2	-0.4
CC(C)CNC(=O)C1c2ccccc2Oc2ccccc21	-0.1	-0.1	-2	6	-7	5	12	-3	-6	-0.4
Cc1cc(C)c(NC(=O)C(C)N2CCCCCC2)c(C)c1 (stereo unspecified)	0.2	-0.3	-2	-3	3	-3	71*	-3	-1	-1.4
CC(Sc1nnc(COc2ccccc2)n1Cc1ccccc1)C(=O)O (stereo unspecified)	-1.5	-0.1	-2	-2	-2	10	-1	-2	3	-1.5
CCOC(=O)c1cc(C#N)c(SC)nc1-c1ccccc1	0.1	-1.4	-4	2	14	1	-12	-11	-10	-0.9
O=C(Nc1nnc(-c2ccccc2Cl)o1)c1nc2ccccc2s1	2.4	-0.8	3	8	9	-27	-4	-7	-12	4.9
COc1ccc(Br)cc1/C=N/NC(=O)CN1CCN(Cc2ccccc2)CC1	0.1	-0.5	0	-8	-3	-10	2	0	5	0.1
COc1ccc(/C=C2\Oc3cc(OCC(=O)N4CCC[C@H]4C(=O)O)ccc3C2=O)c(OC)c1	·	0.3	-3	4	2	-62	-74	-3	15	-1.5
CC(=O)NCc1nc2ccccc2n1Cc1ccccc1F	-0.1	0.2	-8	-4	-1	-3	-15	-2	0	-1.9
COc1cccc(-c2nc(CS(=O)(=O)CC(=O)NCc3ccccc3OC)c(C)o2)c1	1.1	0.2	1	-1	1	-5	-1	-4	-5	-2.3
O=C1c2oc3ccccc3c(=O)c2C(c2ccccn2)N1Cc1ccccc1 (stereo unspecified)	0.5	-0.3	-3	-8	-4	8	-3	-1	-9	-2.3
Cc1ccc(Cn2nnc3c(=O)n(CC(=O)NCc4ccco4)cnc32)cc1	1.3	0.6	1	-3	3	-14	11	-4	5	0.8
O=C(COC(=O)[C@H](Cc1ccccc1)NC(=O)c1cccs1)NC1CC1	0.5	-1.6	1	-2	7	-8	2	-5	-3	-3.0
c1ccc(OCc2nnc3n2N=C(c2ccccc2)CS3)cc1	0.3	-0.2	70*	-5	-2	-7	2	-2	-5	0.6
O=C(CSc1nc(O)cc(=O)n1-c1ccccc1)Nc1ccccn1	0.8	-0.5	3	0	1	4	3	-5	2	-1.1
CC(=O)c1cccc(-c2ccc(CN3C(CC(C)C)C(=O)N(Cc4cn(CC5CCCCC5)nn4)CCS3(=O)=O)cc2)c1 (stereo unspecified)	-0.4	-1.0	1	3	-7	5	-3	-4	-8	4.2
CCCCCCc1ccc(-c2ncc(N)cn2)cc1	1.4	1.9	2	2	1	0	4	-2	0	3.5
COc1cc(/C=C/C(=O)OCC(=O)Nc2ccc(NC(C)=O)cc2)cc(S(=O)(=O)N2CCc3ccccc32)c1OC	1.0	-0.7	-1	-4	-21	3	1	-2	-10	1.4
[O-][n+]1onc2c3cc(-c4ccccc4)nnc3ccc21	1.2	-0.6	1	-31	5	2	-1	-2	0	0.0
O=C(CSc1ccc2nnc(-c3ccc(Cl)cc3)n2n1)N1CCCc2ccccc21	1.2	0.2	-1	-5	21	-3	-2	-2	-1	2.9
Cc1cc(NC(=O)c2ccc(F)cc2F)n(-c2nc3ccccc3[nH]2)n1	·	-0.8	-2	4	11	-11	0	-4	-3	-2.0
CN(c1ccccc1)S(=O)(=O)c1ccc(Cl)c(C(=O)OCC(=O)c2c(N)n(C)c(=O)n(C)c2=O)c1	0.2	-0.3	-1	3	-8	6	6	-9	-2	1.0
O=C(O)/C=C\C(=O)Nc1ccc(N2CCN(c3ccc(F)cc3)CC2)cc1	0.2	0.1	6	-1	11	2	-8	-4	10	7.4
CCOC(=O)Nc1ccc(C)cc1NC(=O)OCC	-0.2	-0.4	2	28	-9	-3	10	-1	3	0.2
CN(C)c1ccc(/C=N/N=C(N)N)cc1[N+](=O)[O-]	3.8	-0.5	0	-30	0	2	-9	0	-5	2.8
O=C1CCCCCCC1Sc1ccccc1[N+](=O)[O-] (stereo unspecified)	-0.4	-0.8	4	-9	2	3	-3	-3	-12	0.4
COc1ccccc1C1(CC(=O)O)CCOC(C)(C)C1 (stereo unspecified)	-0.2	-0.9	-4	0	-3	-8	6	-4	0	-0.9
CC(C)n1cnc2cc(NCc3ccco3)ccc21	·	0.5	-3	-3	-14	10	6	-2	-10	6.3
COc1ccc(N2C(=O)C(CC(=O)Nc3ccccc3)N(Cc3cccs3)C2=O)cc1 (stereo unspecified)	-0.3	-0.3	0	1	-2	-16	-13	1	-8	-0.4
COc1ccc(C2=NS(=O)(=O)N(C)C(C(=O)N3CCC(C(N)=O)CC3)=C2)cc1	6.1*	0.4	0	-8	1	5	4	-4	-6	-0.3
COc1cc(OC)cc(C(=O)N2CCN(c3ccccc3F)CC2)c1	-0.1	-0.4	0	-1	5	-5	-7	-2	-12	-1.3
COc1cc(C(=S)N2CCOCC2)cc(OC)c1OS(=O)(=O)c1ccc(NC(C)=O)cc1	-0.5	-0.1	0	3	-1	6	-4	-1	-10	-0.4
COc1ccccc1NC(=O)CSc1nnc(CC(=O)Nc2ccccc2F)n1C	0.5	-0.3	1	4	1	-4	-16	-4	-10	-0.9
Cc1cc([N+](=O)[O-])cc(C)c1OCC(=O)N/N=C/c1ccc(OC(=O)c2ccccc2Br)cc1	0.1	-0.9	3	-4	1	-6	5	-11	-5	-0.6
CC(=O)c1cccc(S(=O)(=O)Nc2c(C)nn(C)c2C)c1	1.3	-0.3	-3	9	2	2	-3	-2	-3	-0.9
CN(C)c1nc(OCCNC(=O)Nc2ccccc2)nc(N(C)C)n1	-0.2	3.7	3	1	-3	20	2	1	9	-0.6
Cc1cc(C)cc(NC(=O)Nc2ccc(Cl)cn2)c1	-0.3	-0.1	0	0	3	1	0	0	-3	-1.8
COc1ccc(C)cc1NC(=S)N1CC(C)OC(C)C1 (stereo unspecified)	-0.2	0.0	-2	4	-1	-4	-19	-3	-8	-0.7
CCOC(=O)c1sc(-n2[nH]c(C)cc2=O)nc1C	0.4	-0.8	-1	22	3	-13	1	-7	9	-1.0
O=C(c1ccccc1F)n1c2c(c3ccccc31)CCCC2	-0.6	0.7	4	4	1	-3	0	-2	-19	4.0
CN(C)c1nc(/C=C(\C#N)C(N)=O)c(Cl)n1-c1ccc(F)cc1	0.1	-0.3	-2	-14	-2	3	-3	-5	-6	-1.0
CN(CCOc1ccccc1)CC(=O)Nc1cc([N+](=O)[O-])ccc1Cl	-0.7	-0.8	-2	-28	0	4	-1	-6	2	-0.7
O=C(O)CNS(=O)(=O)c1ccc(Br)s1	-1.0	-1.4	-4	2	2	1	7	-2	-7	-1.8
C[C@@H]1CCCCO[C@H](CN(C)C(=O)Cc2ccccc2)[C@@H](C)CN([C@H](C)CO)C(=O)c2cc(NC(=O)Nc3ccccc3)ccc2O1	0.5	2.1	0	5	-16	-14	-1	-1	·	-1.5
CSc1ncccc1C(=O)OCC(=O)NC1CCS(=O)(=O)C1 (stereo unspecified)	0.4	-0.5	1	0	2	1	5	-2	8	-0.8

Filtered by structure: the entries above with a thiophene ring, fused or not.
SMILES	MsrA inh	Tb MetRS inh	STEP inh	SUMO1-SIM PPI	DNMT1 block	NRP1-CendR mod	E coli Lon inh	MsrA act	Scp1 inh	LMPTP block
O=C(COC(=O)[C@H](Cc1ccccc1)NC(=O)c1cccs1)NC1CC1	0.5	-1.6	1	-2	7	-8	2	-5	-3	-3.0
COc1ccc(N2C(=O)C(CC(=O)Nc3ccccc3)N(Cc3cccs3)C2=O)cc1 (stereo unspecified)	-0.3	-0.3	0	1	-2	-16	-13	1	-8	-0.4
O=C(O)CNS(=O)(=O)c1ccc(Br)s1	-1.0	-1.4	-4	2	2	1	7	-2	-7	-1.8

Continued:
SMILES	MsrA inh	Tb MetRS inh	STEP inh	SUMO1-SIM PPI	DNMT1 block	NRP1-CendR mod	E coli Lon inh	MsrA act	Scp1 inh	LMPTP block
Cc1ccnc(Nc2nc(-c3ccc(F)cc3)cs2)c1	-0.1	-1.4	0	6	1	2	6	-6	5	1.2
COc1ccc(C2=NN(C(C)=O)C(c3ccccc3)C2)cc1 (stereo unspecified)	0.2	-0.5	-2	-4	2	-1	-3	-3	-6	-0.2
CC(Sc1cccc[n+]1[O-])C(=O)Nc1cccc(S(=O)(=O)N2CCOCC2)c1 (stereo unspecified)	0.0	-0.8	-4	0	1	-9	13	-7	-2	-0.3
Cc1ccc(C(C(=O)NC2CCCCC2)N(C(=O)CCCC(=O)Nc2ccccn2)c2ccc3c(c2)OCCO3)cc1 (stereo unspecified)	0.4	-0.7	-2	-2	-3	8	-7	-5	-3	-0.5
COc1ccccc1C(C)NCC(=O)NC(=O)NCc1ccco1 (stereo unspecified)	-0.3	-0.2	2	1	7	-5	1	-3	0	1.7
Cc1cccc(NC(=O)CN2CCN(C(=O)c3cccc(-n4cnnn4)c3)CC2)c1C	-0.7	-0.1	-2	5	0	0	-5	-2	-2	-0.4
Cn1ncc(Br)c1C(=O)N/N=C/c1ccc(OS(=O)(=O)c2ccccc2)cc1	2.3	0.0	-4	-5	-4	7	-4	-1	3	0.5
O=C(CN(C(=O)CCC(=O)Nc1nccs1)c1cccc(F)c1)NCCc1ccccc1	1.8	-0.3	0	2	0	-1	0	-2	0	-0.4
N#C/C(=C\c1ccccc1OCc1ccc(C(=O)O)cc1)C(=O)Nc1ccc(O)cc1	2.8	0.4	-4	7	3	-22	4	2	-13	-0.6
CC1CCN(c2c(NCc3ccc(C(=O)N4c5ccccc5CC4C)cc3)c(=O)c2=O)CC1 (stereo unspecified)	-1.5	0.3	2	0	-14	-16	-5	-2	10	2.1
Cc1ccc(-n2ncc(C(=O)Nc3ccc(Cl)cc3)c2C2CCNCC2)cc1C	-1.3	-0.3	-4	-2	-1	4	-9	0	2	0.0
CCN1CCN(c2ccc(S(=O)(=O)N3CCCCC3)cc2NC(=O)c2cccc(NC(C)=O)c2)CC1	-0.5	0.3	0	-42	-6	-5	-10	2	-6	-8.2

Source: PubChem BioAssay (several laboratories)
